AID inhibitor = activation induced cytidine deaminase inhibition; Q9GZX7; AID deamination FRET fluorescence, UDG-coupled, 4 h; Potency, µM (highest dose often 115 µM), inactives show top-dose activity change, negative = inhibition, usual class: inhibitors; 91,000 compounds, 0.32% hits; AID 1347428; further: nearly all actives have a fitted effect of over 25% in size
Target sequence (Q9GZX7 whole entry, looked up): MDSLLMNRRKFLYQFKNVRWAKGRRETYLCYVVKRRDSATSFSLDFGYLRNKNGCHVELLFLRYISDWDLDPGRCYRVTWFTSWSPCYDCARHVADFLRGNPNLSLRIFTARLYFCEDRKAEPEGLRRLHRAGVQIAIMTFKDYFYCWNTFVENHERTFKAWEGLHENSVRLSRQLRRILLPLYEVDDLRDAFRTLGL
UDG counter = blocks uracil-DNA glycosylase in AID counter-screen; FRET deamination/UDG coupled assay, UDG read, 4 h; Potency, µM (top dose mostly 115 µM), for the others: at the top dose activity change, negative = inhibition, most hits filed as inhibitors; 91,000 compounds, 0.14% hits; further: nearly all actives have a fitted effect of over 65% in size
An asterisk follows results filed as active; ? = inconclusive; [ ] = dose if it differs, or a comment. The call rests on the fitted dose curve; in most records, active means well fitted curve in the direction sought with a large enough effect; inconclusive means small, poorly fitted or top-dose-only effect, or another doubt; inactive means no such curve, though single readings can be large; an effect the other way counts as inactive or inconclusive. On the % scale 0 is the no-effect control and ±100 the full control effect; potency means the concentration at half of the fitted maximal effect.

SMILES | AID inhibitor | UDG counter
CCCCc1nn2c(=O)cc(COC(=O)Cc3ccccc3)nc2s1 | -2% | -1%
Cc1cc(C(=O)OCC(=O)Nc2ccccc2Br)c(C)n1C(C)C | -3% | 8%
O=C(Nc1ccon1)c1cccn(Cc2cccc(Cl)c2)c1=O | -14% | -6%
CC(=O)OC1CCC2(C)C3CCC4(C)C(=O)CCC4C3CC[C@H]2C1 (some centres undefined) | -15% | 7%
CNCCc1c[nH]c2ccc(O)cc12 | ? | -7%
Cc1[nH]c2ccc(O)cc2c1CCN | 7% | -5%
Cc1nn(-c2ccccc2)c2c1C(c1cnn(C)c1C)SCC(=O)N2 (centres undefined) | 3% | -4%
CCOC(=O)C1=C(N)OC(C)=C(C(C)=O)C12C(=O)Nc1ccccc12 (centres undefined) | 68%[activator] | -4%
O=C(O)CCS(=O)(=O)C(Cl)Cl | 2% | -2%
CC12CCC3C(CCC4C/C(=N\O)CCC43C)C1CCC2O (centres undefined) | 1% | 3%
NCCc1cccs1 | -5% | -6%
C=CCNC(=O)CSC(c1ccc(F)cc1)c1ccc(F)cc1 | -6% | 2%
CCCN(CCC)[C@@H]1CCc2ccc(O)cc2C1 | 1% | -3%
N#Cc1cccc(NC(=O)c2sc3nc4c(cc3c2N)N2CCC4CC2)c1 | -8% | -22%
Cc1cccc(Cn2cccc(C(=O)Nc3nc4ccccc4s3)c2=O)c1 | 14% | ?
O=[N+]([O-])/C=C/c1ccc(Cl)cc1 | -6% | -4%
O=C(O)c1cncc(O)c1 | -4% | -20%
N#Cc1ccc(NC(=O)CSc2ccc3c(c2)OCCCO3)cc1Cl | 12% | 11%
Fc1ccc(C(OCCN2CCN(CCCc3ccccc3)CC2)c2ccc(F)cc2)cc1 | -24% | -8%
CC(OC(=O)c1cn(C)c2ccccc12)C(=O)NC(N)=O (centres undefined) | 2% | -1%
COc1ccc(OCC(=O)N2CCN(Cc3cc(=O)n4nc(-c5ccc(OC)cc5)sc4n3)CC2)cc1 | 138%[activator] | 7%
C/C(=N/NC(N)=S)c1ccc(Cl)cc1 | 3% | 11%
Cc1cccc(-n2c(/C=C/c3cccc4ccccc34)nc3ccccc3c2=O)c1 | ? | ?
COc1cccc(CNCCc2ccc(Cl)cc2)c1 | -16% | -14%
C[C@@H]1O[C@H](C[N+](C)(C)C)CS1 | 1% | 2%
Cc1cccc(-n2c(/C=C/c3ccccc3O)nc3ccccc3c2=O)c1 | 7% | 4%
CC(C)C12CN3CN(C1)CC(C(C)C)(C3)C2=O | -2% | -3%
CC12CCC3C(CCC4=CC(=O)CCC43C)C1CCC2=O (centres undefined) | -6% | 7%
N#Cc1ccc(NC(=O)CN2CCc3sccc3C2c2cccs2)cc1Cl (centres undefined) | -1% | -9%
Cc1ccc(NC(=O)CN2C(=O)CN=C(c3ccccc3)c3ccccc32)cc1Cl | 10% | -4%[57.5 µM]

Some of these compounds in order of length of the SMILES, ascending:
SMILES | AID inhibitor | UDG counter
COc1cccc(CNCCc2ccc(Cl)cc2)c1 | -16% | -14%
C[C@@H]1O[C@H](C[N+](C)(C)C)CS1 | 1% | 2%
N#Cc1ccc(NC(=O)CN2CCc3sccc3C2c2cccs2)cc1Cl (centres undefined) | -1% | -9%
Cc1cccc(-n2c(/C=C/c3cccc4ccccc34)nc3ccccc3c2=O)c1 | ? | ?

Additional entries follow.
SMILES | AID inhibitor | UDG counter
CCOc1ccc(CNCCc2c[nH]c3ccccc23)cc1OCC | -5% | -5%
Cc1c(C(=O)c2cccc3ccccc23)c2cccc3c2n1[C@H](CN1CCOCC1)CO3 | -24% | -9%
Cc1c(CC(=O)N2CCN(Cc3ccccc3)CC2)c(=O)oc2cc(O)ccc12 | -3% | 1%
N#Cc1ccc(-c2ccc(OC(=O)CSC(c3ccccc3)c3ccccc3)cc2)cc1 | -11% | -13%
O=C(CC(O)C(Cl)(Cl)Cl)c1ccccc1 (centres undefined) | -17% | 1%
c1ccc2cc(CNCCc3c[nH]c4ccccc34)ccc2c1 | -14% | -3%
CC(O)CNCCNc1ccc([N+](=O)[O-])c2cccnc12 (centres undefined) | -6% | -7%
CCCC12CN3CC(CCC)(CN(C1)C3c1ccccn1)C2=O (centres undefined) | 0% | -6%
NC(Cc1ccccc1)c1cc2ccccc2[nH]1 (centres undefined) | -2% | -14%
COc1ccc(CCN(C)Cc2cc(C(C)(C)C)c(O)c(C(C)(C)C)c2)cc1OC | 3% | 1%
CN(C/C=C/Cl)C1Cc2ccccc2C1 | 57%[activator] | -7%
O=[N+]([O-])c1ccc(NCCNCCO)c2ncccc12 | ? | 4%
Cc1ccc(OCC(=O)Nc2ccc(Cl)cc2C(=O)c2ccccc2)c(Br)c1 | 1% | 6%
COC(=O)C12CCC(CC1c1ccccc1)OC2=O (centres undefined) | -3% | -2%
NC1CC1c1ccccc1 (centres undefined) | 2% | 4%
O=[N+]([O-])/C=C\c1ccc2c(c1)OCO2 | 0% | 4%
CC(C)NC(=O)NC(=O)CCl | -2% | -7%
O=S1(=O)N(Cc2ccccc2Cl)CCCN1Cc1ccccc1Cl | -14% | ?
CCc1ccc(C2SCC(=O)Nc3n[nH]c(C)c32)cc1 (centres undefined) | -7% | 0%
Cc1ccc(C2SCC(=O)Nc3c2c(C)nn3-c2ccccc2)cc1 (centres undefined) | -9% | -7%
COc1ccccc1NC(=O)N(Cc1ccc2c(c1)OCO2)C1CCN(Cc2ccccc2)CC1 | ? | -20%
C[C@H](N)Cc1cccc(C(F)(F)F)c1 | 1% | 0%
C[N+](C)(C)CC#CCN1CCCC1=O | 11% | 3%
Oc1ccc(C2=CCN(CC(O)COc3ccc(F)cc3)CC2)cc1 (centres undefined) | -5% | 2%
COc1cc(/C=C(\C)[N+](=O)[O-])c(OC)c2c1OCO2 | 1% | 6%
CC(=O)[C@H]1CC[C@H]2[C@@H]3CC[C@H]4C[C@](C)(O)CC[C@]4(C)[C@H]3CC[C@]12C | -5% | -4%
Cc1ccc(C(C)C)cc1OCC(=O)N1CCN(Cc2nc(N)c3ccccc3n2)CC1 | -10% | -1%
CCCOc1ccc(C2SCC(=O)Nc3c2c(C)nn3-c2cccc(C)c2)cc1OC (centres undefined) | 5% | 17%
CCCCn1c(C)c(C(=O)OCC)c2cc(OC(C)=O)ccc21 | -9% | 3%
CCC1C(c2ccccc2)NC(c2ccccc2)CC1(O)c1ccc(F)cc1 (centres undefined) | -18% | -22%

Copied from above (33 entries):
SMILES | AID inhibitor | UDG counter
C[C@@H]1O[C@H](C[N+](C)(C)C)CS1 | 1% | 2%
Cc1cccc(-n2c(/C=C/c3ccccc3O)nc3ccccc3c2=O)c1 | 7% | 4%
CC(C)C12CN3CN(C1)CC(C(C)C)(C3)C2=O | -2% | -3%
CC12CCC3C(CCC4=CC(=O)CCC43C)C1CCC2=O (centres undefined) | -6% | 7%
N#Cc1ccc(NC(=O)CN2CCc3sccc3C2c2cccs2)cc1Cl (centres undefined) | -1% | -9%
Cc1ccc(NC(=O)CN2C(=O)CN=C(c3ccccc3)c3ccccc32)cc1Cl | 10% | -4%[57.5 µM]
CCOc1ccc(CNCCc2c[nH]c3ccccc23)cc1OCC | -5% | -5%
Cc1c(C(=O)c2cccc3ccccc23)c2cccc3c2n1[C@H](CN1CCOCC1)CO3 | -24% | -9%
Cc1c(CC(=O)N2CCN(Cc3ccccc3)CC2)c(=O)oc2cc(O)ccc12 | -3% | 1%
N#Cc1ccc(-c2ccc(OC(=O)CSC(c3ccccc3)c3ccccc3)cc2)cc1 | -11% | -13%
O=C(CC(O)C(Cl)(Cl)Cl)c1ccccc1 (centres undefined) | -17% | 1%
c1ccc2cc(CNCCc3c[nH]c4ccccc34)ccc2c1 | -14% | -3%
CC(O)CNCCNc1ccc([N+](=O)[O-])c2cccnc12 (centres undefined) | -6% | -7%
CCCC12CN3CC(CCC)(CN(C1)C3c1ccccn1)C2=O (centres undefined) | 0% | -6%
NC(Cc1ccccc1)c1cc2ccccc2[nH]1 (centres undefined) | -2% | -14%
COc1ccc(CCN(C)Cc2cc(C(C)(C)C)c(O)c(C(C)(C)C)c2)cc1OC | 3% | 1%
CN(C/C=C/Cl)C1Cc2ccccc2C1 | 57%[activator] | -7%
O=[N+]([O-])c1ccc(NCCNCCO)c2ncccc12 | ? | 4%
Cc1ccc(OCC(=O)Nc2ccc(Cl)cc2C(=O)c2ccccc2)c(Br)c1 | 1% | 6%
COC(=O)C12CCC(CC1c1ccccc1)OC2=O (centres undefined) | -3% | -2%
NC1CC1c1ccccc1 (centres undefined) | 2% | 4%
O=[N+]([O-])/C=C\c1ccc2c(c1)OCO2 | 0% | 4%
CC(C)NC(=O)NC(=O)CCl | -2% | -7%
O=S1(=O)N(Cc2ccccc2Cl)CCCN1Cc1ccccc1Cl | -14% | ?
CCc1ccc(C2SCC(=O)Nc3n[nH]c(C)c32)cc1 (centres undefined) | -7% | 0%
Cc1ccc(C2SCC(=O)Nc3c2c(C)nn3-c2ccccc2)cc1 (centres undefined) | -9% | -7%
COc1ccccc1NC(=O)N(Cc1ccc2c(c1)OCO2)C1CCN(Cc2ccccc2)CC1 | ? | -20%
C[C@H](N)Cc1cccc(C(F)(F)F)c1 | 1% | 0%
C[N+](C)(C)CC#CCN1CCCC1=O | 11% | 3%
Oc1ccc(C2=CCN(CC(O)COc3ccc(F)cc3)CC2)cc1 (centres undefined) | -5% | 2%
COc1cc(/C=C(\C)[N+](=O)[O-])c(OC)c2c1OCO2 | 1% | 6%
CC(=O)[C@H]1CC[C@H]2[C@@H]3CC[C@H]4C[C@](C)(O)CC[C@]4(C)[C@H]3CC[C@]12C | -5% | -4%
Cc1ccc(C(C)C)cc1OCC(=O)N1CCN(Cc2nc(N)c3ccccc3n2)CC1 | -10% | -1%

(listing goes on)
SMILES | AID inhibitor | UDG counter
c1ccc(CCCN2CCN(CCOC(c3ccccc3)c3ccccc3)CC2)cc1 | 148%[activator] | 2%
O=C(O)c1cc(Cl)c(O)c(Cl)c1 | -2% | -6%
CCCOc1ccccc1CCN | 0% | 2%
CCOC(=O)c1c(C)n(C2CCCC2)c2ccc(O)cc12 | 3% | 0%
COc1ccc(CCNCc2sccc2C)cc1OC | -5% | 4%
O=c1oc2ccccc2c(O)c1C(c1ccccc1)c1c(O)c2ccccc2oc1=O | 45µM* | 13%
O=Cc1cccc2ccccc12 | ? | ?
CN1CCN(c2oc(-c3ccc(COc4ccccc4)o3)nc2C#N)CC1 | -16% | 2%
COC(=O)C1=CCCN(C)C1 | 2% | -3%
NCCc1c[nH]c2ccc(O)cc12 | 3% | 3%
N#CCC1CN2CCC1C(c1ccccc1)C2 (centres undefined) | -1% | -7%
COc1cccc(CNCCc2ccccc2)c1 | 1% | 4%
CCOc1ccc(/C=C(\C)[N+](=O)[O-])cc1 | -2% | 6%
CC(C)(C)c1o[nH]c(=O)c1CC(N)C(=O)O (centres undefined) | -3% | -4%
CC(=O)c1c(C)[nH]c(C(=O)C(C)NC(C)c2ccc(Cl)cc2Cl)c1C (centres undefined) | -4% | 8%
NC(Cc1ccc(F)cc1)c1ccccc1 (centres undefined) | -2% | -1%
O=c1oc2ccccc2c(O)c1C(c1cccc(O)c1)c1c(O)c2ccccc2oc1=O | 50µM* | -3%
Cn1c(=O)n(C)c2cc(CNCCc3ccccc3F)ccc21 | 12% | -2%
CCOC(=O)C1=C(C)OC(N)=C(C(=O)OC(C)C)C12C(=O)Nc1ccc(Br)cc12 (centres undefined) | 137%[activator] | -6%
CCOc1ccc2c(c1)c(C(C)=O)c(C)n2Cc1ccccc1 | -6% | -1%
CC(C)C(C)NC(=O)COC(=O)c1cn(C)c2ccccc12 (centres undefined) | -2% | 3%
O=C(O)CSC(c1ccccc1)c1ccc(Cl)cc1 (centres undefined) | -1% | 4%
NNCc1cccnc1 | 4% | -6%
Cc1c(CC(=O)N2CCN(C(c3ccccc3)c3ccccc3)CC2)c(=O)oc2cc(O)ccc12 | 3% | -6%
Cc1ccccc1-c1nc(CN2C(=O)CN=C(c3ccccc3)c3ccccc32)c(C)o1 | ? | -10%
CC(C)Cc1nc2cccnc2n1C1CCNCC1 | 4% | -5%
Cc1cccc(NC(=O)Cn2cc(C(=O)c3ccccc3)c3ccccc32)c1C | -3% | -5%
Cc1noc(C)c1C1SCC(=O)Nc2c1c(C)nn2-c1ccccc1 (centres undefined) | 5% | 6%
Cn1cc(C(=O)Cn2cnc3ccccc32)c2ccccc21 | -1% | 4%
N#Cc1c(N)[n+]([O-])c2ccccc2[n+]1[O-] | 13% | -5%
O=C(COc1ccccc1[N+](=O)[O-])N1CCN(CCc2ccncc2)CC1 | 9% | 0%[57.5 µM]
C/C=C/C1(NCCc2ccccc2)CCCCC1 | -9% | -5%

High-throughput results deposited in PubChem by National Center for Advancing Translational Sciences (NCATS).

Not all compounds are listed; rates above refer to the full screens.
